NOD1 NF-kB reporter – NOD1 signaling inhibitors, primary screen, cell-based, luminescence, uHTS (AID 1578) | 290,000 compounds, 1% hits | inhibition, % at 4 µM, or EC50 in µM where a hit was titrated | NOD1-driven NF-kB luciferase reporter cells, luminescence; higher % means a stronger effect; in the data active = inhibition mostly above about 36%, no sharp cut-off; inactive = mostly below about 34%;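 also: HEK-293T reporter cells stimulated with the NOD1 agonist gamma-tri-DAP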
HEK293 NOD2/NF-kB – NOD2 signaling inhibitors, cell-based, luminescence, uHTS, HEK293 (AID 1566) | 290,000 compounds, 0.63% hits | HEK293 NOD2/NF-kB luciferase reporter, luminescence; higher % means a stronger effect | inhibition, % at 4 µM, or EC50 in µM where a hit was titrated; in the data active = inhibition above about 50%; also: many of its hits are not listed in these tables
Active calls of the source: *. An excerpt; rates above refer to the full screens.

SMILES	NOD1 NF-kB reporter	HEK293 NOD2/NF-kB
O=C(Nc1nncs1)C1CC(=O)N(CCc2ccc(F)cc2)C1 (centres undefined)	-13.2%	8.9%
COc1ccccc1-n1nnnc1SCC(=O)Nc1ccc(C)c(N)c1	-12.4%	-20.4%
CCOC(=O)N1CCN(C(=O)CNC(=O)c2ccc(Br)o2)CC1	-32.3%	9.2%
O=C(NCCc1ccccc1Cl)C1CC(=O)N(C2CCCCC2)C1 (centres undefined)	-30.0%	-8.4%
CCOc1ccccc1NC(=O)C1CCCN(c2c(CC)c(C)nc3ncnn23)C1 (centres undefined)	10.2%	32.8%
Oc1ccc(Cl)cc1CNc1cccc2cccnc12	-26.4%	16.9%
COc1ccc(NC(=O)CS(=O)c2ccc(Br)cc2)cc1 (centres undefined)	-29.2%	4.9%
O=C(Nc1cccnc1)c1ccc(Br)c(S(=O)(=O)N2CCCC2)c1	3.2%	30.3%
CCOC(=O)C(C)n1cnc2scc(-c3ccc(C)c(C)c3)c2c1=O (centres undefined)	4.5%	11.1%
O=C(NCCN1CCCC1)c1ccc(Cl)cc1Cl	-0.8%	16.6%
CCc1nonc1NC(=O)c1oc2ccccc2c1C	-17.5%	-2.6%
CCCCNC(=O)Cn1cnc2c(cnn2-c2ccc(C)cc2)c1=O	-23.2%	-6.0%
Cc1nn(CC(=O)N2CCC(C)CC2)c(=O)c2nn(-c3ccccc3)c(C)c12	-6.7%	14.9%
CCNC(=S)N(CCO)Cc1cc2cc3c(cc2[nH]c1=O)OCO3	-8.8%	-6.0%
Cc1ccc(S(=O)(=O)NC(=O)c2ccccc2F)cc1	-22.9%	5.2%
Cc1ccc(CCNC(=O)C2CC(=O)N(CCc3ccccc3)C2)cc1 (centres undefined)	-28.4%	4.0%
COc1ccccc1N(Cc1cc(=O)[nH]c2ccccc12)C(=O)C(C)C	-10.3%	-9.7%
CCOc1ccc2nc(SCC(=O)Nc3cc(C)on3)c(C)cc2c1	-9.1%	11.0%
CCOCCCNC(=O)C1(O)c2cc(Br)ccc2NC(=O)N1c1ccc(OCC)cc1 (centres undefined)	-5.8%	-0.3%
CN(C)c1ccc(C2N(C)C(=O)c3ccccc3N2C)cc1 (centres undefined)	46.6%	45.3%
Cc1cccc(NCc2nc(SCC(=O)Nc3ccccc3)n[nH]2)c1	-33.7%	3.3%
COc1ccc(Nc2nc(N)c([N+](=O)[O-])c(N3CCN(C)CC3)n2)cc1	-9.8%	15.1%
CSCCC(NC(=O)c1ccc([N+](=O)[O-])cc1Cl)C(=O)OC1CCCCC1=O (centres undefined)	4.4%	16.4%
CCn1cc(CCC(=O)NCc2ccc(F)cc2)c2ccccc21	-2.1%	-3.3%
O=C(CN(C(=O)CCC(=O)Nc1ccccn1)c1ccc(F)cc1)NCCc1ccccc1	-21.0%	-11.3%
The list continues:
SMILES	NOD1 NF-kB reporter	HEK293 NOD2/NF-kB
COc1ccc(OCC(=O)Nc2nc3c(s2)CCCC3)cc1	-25.5%	22.3%
O=C(COC(=O)c1ccc(F)c(S(=O)(=O)N2CCOCC2)c1)NCc1ccco1	-11.6%	9.1%
COc1ccc(S(=O)(=O)NNc2nc(C)cc(C)n2)cc1[N+](=O)[O-]	-2.1%	13.0%
CC(C)CC(=O)Nc1nnc(S(=O)(=O)Nc2ccccc2)s1	-19.3%	-1.8%
COc1cc2c(cc1OC)C(C)N(S(=O)(=O)c1cccs1)CC2 (centres undefined)	-7.6%	19.6%
O=C(CNC(=O)c1ccccc1F)N/N=C/c1cccs1	-8.9%	-38.6%
Cc1oc(-c2cccc(Cl)c2)nc1CN1CCC(C(=O)NCCCN2CC(C)CC(C)C2)CC1 (centres undefined)	-19.7%	12.0%
COc1ccc2[nH]cc(C(=O)CN3CC(C)CC(C)C3)c2c1 (centres undefined)	3.0%	21.0%
CCCCn1c(N)c(N(CCOC)C(=O)CCNC(=O)c2ccccc2Cl)c(=O)[nH]c1=O	-23.6%	7.8%
O=S(=O)(c1ccccc1F)N1CCN(CCc2ccccc2)CC1	-4.6%	21.9%
O=C(O)c1ccc(C(=O)O)c(C(=O)c2ccc(NC(=O)c3ccccc3)cc2)c1	-3.5%	-1.4%
CCOc1ccc(-c2nnc(NC(=O)Cc3cc(OC)c(OC)c(OC)c3)o2)cc1	-1.9%	23.8%
CCc1ccc(NC(=O)CCS(=O)(=O)c2ccc(Br)cc2)cc1	-13.4%	3.0%
COc1ccccc1N1CCN(CC(=O)Nc2nc(C)c(C(=O)N(C)C)s2)CC1	-18.8%	10.6%
O=S(=O)(c1ccc2nc(Nc3ccccc3)ccc2c1)N1CCCCC1	1.1%	15.9%
COc1ccc(N2CCN(CCNC(=O)Nc3ccc([N+](=O)[O-])cc3OC)CC2)cc1	-9.0%	26.7%
CCOc1c(Br)cc(C2CC(=O)Nc3cc(OC)c(OC)cc32)cc1OC (centres undefined)	16.2%	1.6%
COc1ccc(NC(=O)[C@H](C)NC(=O)C2CCN(S(=O)(=O)c3ccc(C)cc3)CC2)cc1OC	-17.0%	0.2%
CC1CCN(C(=O)Cn2c(=O)n(CCCC(=O)NCc3ccco3)c(=O)c3sccc32)CC1	-14.4%	-1.9%
CCOC(=O)N1CCN(C(=O)C2CCN(C(=O)c3ccc([N+](=O)[O-])cc3)CC2)CC1	-12.9%	13.8%
COc1ccc(Cl)cc1NC(=O)c1[nH]c(C)c(C(C)=O)c1C	-30.7%	15.5%
COc1ccc(CN2C(=NC(=O)CCc3ccccc3)SC3CS(=O)(=O)CC32)cc1 (centres undefined)	-17.9%	15.7%
O=C(C[n+]1ccccc1)N/N=C/c1cc(Br)cc(Br)c1O	-1.5%	7.4%
NC(=O)CCN1CCN(C(=O)c2ccc3nc(Cc4cccc(Cl)c4)oc3c2)CC1	-17.9%	14.3%
CCn1cc(C(=O)NCCC(=O)NCCCO)c(=O)c2cc3c(cc21)OCO3	-9.7%	-4.9%
Next section
SMILES	NOD1 NF-kB reporter	HEK293 NOD2/NF-kB
O=C(NCCO)C(=O)Nc1cc2c3c(c1)CCN3C(=O)CC2	-21.8%	-8.9%
CCOc1ccc(Br)cc1C(=O)N/N=C/c1cccc(C)n1	-14.9%	-5.6%
Cc1c(CN2CCC(Oc3ccc(C(=O)N4CCCCC4)cc3)CC2)cnn1C	-27.6%	-26.4%
CC1=C(C(=O)Nc2cccc(C(=O)N3CCC(C(N)=O)CC3)c2)SCCO1	-1.6%	-3.0%
Cc1ccc(S(=O)(=O)N2CCC(C(=O)OC(C)C(=O)NCc3ccccc3)CC2)cc1C (centres undefined)	-44.7%	3.2%
O=C(NCCCN1CCOCC1)c1ccc2nc(Cc3cccc(Cl)c3)oc2c1	-9.2%	21.5%
CCC1CCCCN1S(=O)(=O)c1ccc(NC(=O)c2snnc2C)cc1 (centres undefined)	0.9%	17.5%
CC(=O)c1ccc(S(=O)(=O)N(C)C(C)CCc2ccco2)cc1 (centres undefined)	1.1%	54.3%*
O=C(c1ncc[nH]1)c1ccccc1Cl	-4.0%	9.6%
CCN(CC)CCN(C(=O)c1cc2ccccc2cc1OC)c1nc2ccc(F)cc2s1	-23.3%	-3.0%
COc1ccc(C2=NS(=O)(=O)N(C)C(C(=O)Nc3cc(C)ccc3O)=C2)cc1OC	-5.0%	11.7%
CN(Cc1cccc(F)c1)C(=O)c1cc(=O)[nH]c2ccccc12	-38.4%	-9.6%
CCOc1ccccc1CN1CCNC(=O)C1CC(=O)N(C)CCc1cnn(C)c1 (centres undefined)	-37.4%	5.3%
COc1ccc2nc(SCC(=O)NCc3ccc(F)cc3)[nH]c2c1	1.3%	15.0%
CN(CC(=O)NCc1ccc2c(c1)OCO2)S(=O)(=O)c1ccc(F)cc1	-37.0%	-5.0%
CC(=O)N1c2ccc(S(=O)(=O)NCC3CCC(C(=O)Nc4cccc(C)n4)CC3)cc2CC1C (centres undefined)	30.3%	45.1%
Cc1ccccc1NC(=O)NNC(=O)COc1ccc2ccccc2c1	-2.2%	12.4%
C=CCOc1ccc(C(=O)/C=C2/C(=O)Nc3ccccc32)cc1	1.1%	20.7%
NC(=O)c1nsc(C(=O)N(c2ccccc2)C(C(=O)NC2CCCC2)c2cccs2)c1N (centres undefined)	37.8%	-19.4%
Cc1ccc(CNC(=O)CS(=O)(=O)Cc2nc(-c3ccccc3F)oc2C)cc1	-11.4%	12.9%
COc1ccc(NC(=O)c2ccccc2NC(=O)c2ccccc2)cc1	6.0%	-7.7%
CN(C(=O)COC(=O)/C=C/c1ccc(C(F)(F)F)cc1)C1CCS(=O)(=O)C1 (centres undefined)	-16.9%	-13.3%
NC(=O)c1ccc(NC(=O)CSc2nncn2-c2ccccc2)cc1	-5.2%	13.1%
COc1ccccc1C(=O)N/C(=C\c1ccccc1)C(=O)NC(Cc1ccccc1)C(=O)O (centres undefined)	-11.8%	-7.8%
Cc1ccnc(Nc2nc(-c3ccc(O)cc3)cs2)c1	-6.7%	-38.6%

No new results follow: an excerpt of the list.
SMILES	NOD1 NF-kB reporter	HEK293 NOD2/NF-kB
O=C(NCCO)C(=O)Nc1cc2c3c(c1)CCN3C(=O)CC2	-21.8%	-8.9%
CCOc1ccc(Br)cc1C(=O)N/N=C/c1cccc(C)n1	-14.9%	-5.6%

Remaining list, next part
SMILES	NOD1 NF-kB reporter	HEK293 NOD2/NF-kB
O=C(Nc1ccc2nc3n(c(=O)c2c1)CCCCC3)C(=O)N1CCN(c2ccccc2F)CC1	30.2%	0.7%
Cc1cc(C(=O)NC(Cc2c[nH]c3ccccc23)C(=O)O)c(C)o1 (centres undefined)	-19.8%	6.0%
COc1cccc(C(=O)N(C)C(C)c2nc3ccccc3s2)c1 (centres undefined)	-27.4%	7.9%
COC(=O)/C=C1\SC(=NC(=O)c2ccc(OC)cc2)NC1=O	-14.2%	-10.1%
CCOc1cccc2cc(C(=O)NCc3ccc(OC)cc3)c(=N)oc12	15.6%	6.3%
CC(NC(=O)C1CCCN(S(=O)(=O)c2ccc(-n3cnnn3)cc2)C1)c1ccc(F)cc1 (centres undefined)	11.0%	13.5%
Cc1ccc(C(=O)NCCCNC(=O)Cc2ccccc2)cn1	25.7%	-9.3%
CC(C)(C)c1ccc(-n2ncc3c2CCCC3NC(=O)CCN2CCCCC2=O)cc1 (centres undefined)	-12.7%	17.1%
COc1ccc(-c2csc(NC3CCCCC3)n2)c(OC)c1	-47.7%	-5.7%
O=C(c1ccc2c(c1)OCO2)N1CCc2ccccc21	-31.6%	-10.0%
COc1ccc(N2C(=O)c3ccc(C(=O)Nc4cc(OC)ccc4OC)cc3C2=O)cc1	-3.6%	11.6%
CC(=O)N1CCC(N(CCCOC(C)C)S(=O)(=O)c2ccc([N+](=O)[O-])cc2)CC1	6.9%	18.3%
CN(C(=O)c1ccc2c(=O)n3c(nc2c1)CCCCC3)c1cccc(Cl)c1	-20.0%	4.0%
O=C(Oc1ccccc1)N1CCN(C(=O)c2ccco2)CC1	-9.2%	-16.6%
COc1cc(NC(=O)c2cccnc2)c(Cl)cc1NC(=O)c1ccc(Cl)cc1	-1.5%	8.8%

As a short view, part of the list above.
SMILES	NOD1 NF-kB reporter	HEK293 NOD2/NF-kB
NC(=O)c1ccc(NC(=O)CSc2nncn2-c2ccccc2)cc1	-5.2%	13.1%
COc1ccccc1C(=O)N/C(=C\c1ccccc1)C(=O)NC(Cc1ccccc1)C(=O)O (centres undefined)	-11.8%	-7.8%
Cc1ccnc(Nc2nc(-c3ccc(O)cc3)cs2)c1	-6.7%	-38.6%
O=C(Nc1ccc2nc3n(c(=O)c2c1)CCCCC3)C(=O)N1CCN(c2ccccc2F)CC1	30.2%	0.7%
Cc1cc(C(=O)NC(Cc2c[nH]c3ccccc23)C(=O)O)c(C)o1 (centres undefined)	-19.8%	6.0%
COc1cccc(C(=O)N(C)C(C)c2nc3ccccc3s2)c1 (centres undefined)	-27.4%	7.9%
COC(=O)/C=C1\SC(=NC(=O)c2ccc(OC)cc2)NC1=O	-14.2%	-10.1%
CCOc1cccc2cc(C(=O)NCc3ccc(OC)cc3)c(=N)oc12	15.6%	6.3%
CC(NC(=O)C1CCCN(S(=O)(=O)c2ccc(-n3cnnn3)cc2)C1)c1ccc(F)cc1 (centres undefined)	11.0%	13.5%
Cc1ccc(C(=O)NCCCNC(=O)Cc2ccccc2)cn1	25.7%	-9.3%
CC(C)(C)c1ccc(-n2ncc3c2CCCC3NC(=O)CCN2CCCCC2=O)cc1 (centres undefined)	-12.7%	17.1%
COc1ccc(-c2csc(NC3CCCCC3)n2)c(OC)c1	-47.7%	-5.7%
O=C(c1ccc2c(c1)OCO2)N1CCc2ccccc21	-31.6%	-10.0%
COc1ccc(N2C(=O)c3ccc(C(=O)Nc4cc(OC)ccc4OC)cc3C2=O)cc1	-3.6%	11.6%
CC(=O)N1CCC(N(CCCOC(C)C)S(=O)(=O)c2ccc([N+](=O)[O-])cc2)CC1	6.9%	18.3%
CN(C(=O)c1ccc2c(=O)n3c(nc2c1)CCCCC3)c1cccc(Cl)c1	-20.0%	4.0%
O=C(Oc1ccccc1)N1CCN(C(=O)c2ccco2)CC1	-9.2%	-16.6%

Bioassay records: PubChem BioAssay, Sanford-Burnham Center for Chemical Genomics
